Screens (PubChem)
Vif-A3G inh: inhibitors of Vif-APOBEC3G interaction; Q9HC16; HeLa A3G-eYFP + Vif (tagged APOBEC3G with the HIV-1 protein that degrades it), YFP fluorescence, overnight; Potency, µM (highest dose often 46.1 µM), for the others: top-dose activity, negative = active, actives largely listed as inhibitors; 0.076% of 410,000 active; AID 602310;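 further: potency means the concentration at half of the fitted maximal effect; on the % scale 0 is the no-effect control and ±100 the full control effect; nearly all actives have a fitted effect of over 60% in size; hits raise eYFP signal because A3G escapes Vif-driven loss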
Target sequence (Q9HC16 whole entry, looked up): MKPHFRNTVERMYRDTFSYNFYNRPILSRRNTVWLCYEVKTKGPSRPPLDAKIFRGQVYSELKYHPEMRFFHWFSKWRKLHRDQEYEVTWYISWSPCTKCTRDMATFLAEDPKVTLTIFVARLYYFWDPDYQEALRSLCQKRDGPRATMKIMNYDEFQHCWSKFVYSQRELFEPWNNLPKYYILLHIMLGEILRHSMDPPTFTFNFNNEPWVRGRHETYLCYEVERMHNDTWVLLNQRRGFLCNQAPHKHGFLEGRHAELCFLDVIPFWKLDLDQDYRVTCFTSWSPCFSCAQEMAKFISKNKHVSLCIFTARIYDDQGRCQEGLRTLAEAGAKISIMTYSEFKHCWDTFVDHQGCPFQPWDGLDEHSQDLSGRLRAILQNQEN
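Read-out is eYFP fluorescence (Ex 488/Em 500-530) from Vif-expressing HeLa A3G-eYFP cells; more signal means A3G escaped Vif-mediated degradation. Cells plated overnight, compound pinned in, incubated overnight at 37 deg C.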
LDHA block: inhibitors of human lactate dehydrogenase A; activity change, % (values are at about 110 or 230 µM); purified LDHA, NADH/diaphorase-resazurin fluorescence; hits give low values; 0.15% of 480,000 active; in the data active means activity change below about -30%; inconclusive means mostly about -25% to -30%;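 further: plate controls were DMSO wells for no effect and wells without enzyme for full effect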
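Human LDH5 at 2 nM final in Tris HCl pH 7.4 with 0.06 mM NADH and 0.2 mM pyruvate, reacted 5 minutes at room temperature. Remaining NADH coupled via diaphorase/resazurin; resorufin fluorescence read at 0 and 20 minutes, normalized to enzyme-free and DMSO wells.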
Vif-A3F inh: blocks the Vif interaction with APOBEC3F | 0.2% of 390,000 active | HeLa A3F-eYFP + Vif (tagged APOBEC3F with the HIV-1 protein that degrades it), YFP fluorescence increase | Potency, µM (top dose mostly 46.1 µM), inactives show top-dose activity, negative = active; further: potency means the concentration at half of the fitted maximal effect; % of control where 0% means no effect; nearly all actives have a fitted effect of over 65% in size
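HeLa cells stably expressing A3F-eYFP plus Vif, plated and incubated overnight at 37 deg C, then exposed to compounds overnight at 37 deg C. Blocked degradation read as raised yellow fluorescence (Ex 488/Em 500-530).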
RGS4 inh: human RGS4 inhibition; Potency, µM (series often up to 114 µM), without a hit: at the highest dose activity change, negative = inhibition, usual class: inhibitors; 0.039% of 390,000 active; P49798; Transcreener GDP fluorescence polarization, RGS4-accelerated GTP hydrolysis; further: potency means the concentration at half of the fitted maximal effect; on the % scale 0 is the no-effect control and ±100 the full control effect; nearly all actives have a fitted effect of over 75% in size; some results filed as inactive show a strong effect at the top dose
Target sequence (P49798 whole entry, looked up): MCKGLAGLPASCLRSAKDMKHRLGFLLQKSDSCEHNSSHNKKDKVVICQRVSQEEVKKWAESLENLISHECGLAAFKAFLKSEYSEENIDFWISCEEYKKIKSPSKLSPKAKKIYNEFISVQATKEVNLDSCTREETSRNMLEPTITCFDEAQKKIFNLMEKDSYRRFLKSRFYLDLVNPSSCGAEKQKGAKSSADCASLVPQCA
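MLSMR compounds (23 nl, pin-transferred) preincubated 10 min at room temperature with a 500nM (2x) first reagent, then RGS4 at 900nM (2x) plus Transcreener GDP mix added; fluorescence polarization (620/688 nm) read before and after 90 min at 30 °C.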
TrxR1 substrate: substrates of rat thioredoxin reductase 1; O89049; purified TrxR1 substrate turnover, NADPH consumption readout; Potency, µM (top dose mostly 114 µM), without a hit: top-dose activity change, negative = substrate turnover; 0.01% of 390,000 active; AID 588456; further: potency means the concentration at half of the fitted maximal effect; on the % scale 0 is the no-effect control and ±100 the full control effect; nearly all actives have a fitted effect of over 50% in size
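Rat TrxR1, dispensed at 90 nM, was prereduced with 400 uM NADPH (final) for 5 min at ~22 deg C, then incubated with compound 15 min before 400 uM selenite. A first-read NADPH fluorescence drop versus no-compound background flagged substrates.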
mIDH1 inhibitor: blocks human mutant IDH1 R132H enzyme; IDH1-R132H enzyme, NADPH consumption, diaphorase/resazurin fluorescence; Potency, µM (highest dose often 76.6 µM), for the others: top-dose activity change, negative = inhibition, actives largely listed as inhibitors; 0.093% of 390,000 active; AID 602179; further: potency means the concentration at half of the fitted maximal effect; on the % scale 0 is the no-effect control and ±100 the full control effect; nearly all actives have a fitted effect of over 65% in size
Target sequence (O75874 whole entry R132H, stated change not applied): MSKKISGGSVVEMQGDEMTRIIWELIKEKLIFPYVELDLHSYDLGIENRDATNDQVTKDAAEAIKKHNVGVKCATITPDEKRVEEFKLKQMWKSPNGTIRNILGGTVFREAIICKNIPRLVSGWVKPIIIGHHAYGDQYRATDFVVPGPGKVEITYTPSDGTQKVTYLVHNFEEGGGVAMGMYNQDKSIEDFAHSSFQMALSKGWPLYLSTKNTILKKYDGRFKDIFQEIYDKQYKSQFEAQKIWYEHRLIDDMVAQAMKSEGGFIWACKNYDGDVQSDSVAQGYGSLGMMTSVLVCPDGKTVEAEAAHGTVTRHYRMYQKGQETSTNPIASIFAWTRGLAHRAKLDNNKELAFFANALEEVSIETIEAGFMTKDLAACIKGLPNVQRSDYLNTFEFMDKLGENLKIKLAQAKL
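IDH1-R132H (0.5 ug/mL dispensed) in pH 7.5 Tris buffer was preincubated 30 min with compound, then given a substrate mix of 0.016 mM NADPH and 2 mM alpha-KG for 80 min at room temperature; remaining NADPH was read by diaphorase/resazurin fluorescence.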
USP1-UAF1 inh: USP1/UAF1 (human) deubiquitinase inhibition | O94782 | AID 743255 | Potency, µM (doses to about 57.1 µM), for inactives: at the highest dose activity change, negative = inhibition, usual class: inhibitors | recombinant USP1/UAF1, Ub-Rhodamine cleavage fluorescence | 0.23% of 390,000 active; further: potency means the concentration at half of the fitted maximal effect; on the % scale 0 is the no-effect control and ±100 the full control effect; nearly all actives have a fitted effect of over 60% in size; inactives centre near -12
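USP1/UAF1 complex at 1 nM was preincubated with compound for 15 min at room temperature, then Ub-Rho substrate (150nM final) was added. Fluorescence (480/540 nm) was read kinetically, 6 reads every 60 seconds.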
GRP78 ERSR act: ER stress response induction in glioma; 0.02% of 420,000 active; U87-MG GRP78 promoter luciferase reporter, 16 h; Potency, µM, inactives show top-dose activation, usual class: activators; AID 602332; further: potency means the concentration at half of the fitted maximal effect; series mostly up to about 76 µM; % of control where 0% means no effect; nearly all actives have a fitted effect of over 35% in size
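ERSR induction read as luciferase luminescence (Bright-Glo, 10 min at room temperature) in stably transfected human U87-MG glioma cells exposed to compounds for 16 h, using GRP78 as sensor.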
rTrxR1 inhibitor: inhibitors of rat thioredoxin reductase 1 | recombinant rTrxR1, NADPH fluorescence consumption, selenite substrate | Potency, µM (series often up to 114 µM), inactives show top-dose activity change, negative = inhibition, actives largely listed as inhibitors | O89049 | 1% of 390,000 active; further: potency means the concentration at half of the fitted maximal effect; on the % scale 0 is the no-effect control and ±100 the full control effect; nearly all actives have a fitted effect of over 65% in size
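Rat TrxR1 (90 nM in the dispensed reagent) was pre-reduced with 400 uM NADPH for 5 min at room temperature, then incubated with compound for 15 min. After 400 uM selenite was added, NADPH fluorescence (Ex 340/Em 450 nm) was followed for 8 min.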
Starred values were filed as active, the others as inactive; ? = inconclusive; & = joins results of further samples; [ ] = another dose, or the depositor's remark. Unless noted, the call rests on the fitted dose curve; in most records, active means well fitted curve in the direction sought with a large enough effect; inconclusive means small, poorly fitted or top-dose-only effect, or another doubt; inactive means no such curve, though single readings can be large; an effect the other way counts as inactive or inconclusive.

compound	Vif-A3G inh	LDHA block	Vif-A3F inh	RGS4 inh	TrxR1 substrate	mIDH1 inhibitor	USP1-UAF1 inh	GRP78 ERSR act	rTrxR1 inhibitor
Cc1c(C)c2ccc(OCC(=O)NCCCn3ccnc3)c(C)c2oc1=O	8%	-1&6	1%	15%[56.9 µM]	54%[activator][57.1 µM]	0%	-12%	-3%	35%[57.1 µM]
COc1cc(/C=C/C(=O)OCC(=O)NC(=O)NC(C)(C)C)ccc1O	1%	4	-21%	-39%	2%	2%	-14%	-2%	-7%
CCOC(=O)C1=C(COC(=O)CCOc2ccc(OCC)cc2)NC(=O)NC1C (stereo not given)	1%	1	8%	13%	2%	16%	-20%	1%	6%
CCCNC(=O)C(Cc1ccccc1)NS(=O)(=O)c1cccc2nsnc12 (stereo not given)	-2%	-15	-8%	24%	-1%	4%	-4%	-4%	13%
Cc1cc(C)n(-c2ccc(Cl)c(C(=O)OCC(=O)N3CCCCC3C)n2)n1 (stereo not given)	-19%	1	-1%	-23%	-2%[57.1 µM]	1%	-32%	-3%	13%[57.1 µM]
Cc1ccccc1NC(=O)Cn1c(=O)oc2ccccc21	-5%	-8	8%	20%	-2%	0%	-3%	-2%	22%[2.29 µM]
CS(=O)(=O)N1CCCC(C(=O)Nc2ccccc2Cl)C1 (stereo not given)	2%	-1	4%	5%	3%	-2%	-16%	0%	19%
CC1CCN(C(C)C(=O)Nc2cc(S(=O)(=O)N3CCCCC3)ccc2Cl)CC1 (stereo not given)	-1%	1	0%	-28%	-5%	-1%	-10%	-3%	-21%
CC(C)c1ccc(N2CC(C)(C)C2=O)cc1	-1%	-6	-15%	4%	5%[57.1 µM]	1%	-17%	1%	10%[57.1 µM]
CCCNC(=O)C1CC(c2cccc(F)c2)=NO1 (stereo not given)	3%	-10	4%	10%	20%[57.1 µM]	-4%	21%	8%	40%[activator][57.1 µM]
CCCCn1c(N)c(N(CC(C)C)C(=O)CSc2nn(-c3ccc(F)cc3)c(=S)s2)c(=O)[nH]c1=O	-13%	-12	2%	-11%	-5%	-14%	-19%	-1%	0%
CCCCNC(=S)N/N=C/c1ccc(OCC(=O)Nc2c(C)cc(C)cc2C)c(OC)c1	-3%	-7	-9%	-13%	-8%	-5%	-1%	-2%	-8%
CCOC(=O)C1=C(C)NC(=O)NC1c1ccccc1Cl (stereo not given)	-7%	0	-4%	12%[11.4 µM]	-9%	2%	-24%	-4%	15%[57.1 µM]
O=C(Nc1nsc(-c2ccccc2)n1)c1cccs1	-6%	-4	2%	-9%	0%[57.1 µM]	10%	-14%	-12%	5%[57.1 µM]
C=CCSc1nnc(NC(=O)Cn2cnc3c2c(=O)n(C)c(=O)n3C)s1	-8%	-2	?	-19%	3%[57.1 µM]	-4%	-16%	-4%	15%[57.1 µM]
COc1ccccc1CC(NC(C)=O)C(=O)NC1CCN(C(=O)Nc2ccc(F)cc2)CC1 (stereo not given)	-2%	-3	3%	-4%	6%	-5%	-22%	2%	21%
Cc1cccc(CC2C(=O)Nc3ccccc32)c1 (stereo not given)	3%	-3	7%	11%	-6%	14%	6%	-1%	6%
CC(NC(=O)C(=O)N/N=C/c1ccccc1)c1ccccc1 (stereo not given)	3%	1	-4%	-11%	-8%	6%	-23%	-4%	-1%
CC(C)(C)C1CCc2sc(-c3nnc(CCl)o3)cc2C1 (stereo not given)	4%	-1	-7%	-14%	6%	52µM*	-9%	12%	-6%
CCCCN1C2=NC(c3ccccc3)CN2c2ccccc21 (stereo not given)	1%	1	-13%	-1%	-18%[57.1 µM]	5%	-17%	-4%	19%[57.1 µM]

A run of entries taken from the entries so far, for reference:
compound	Vif-A3G inh	LDHA block	Vif-A3F inh	RGS4 inh	TrxR1 substrate	mIDH1 inhibitor	USP1-UAF1 inh	GRP78 ERSR act	rTrxR1 inhibitor
CC(C)(C)C1CCc2sc(-c3nnc(CCl)o3)cc2C1 (stereo not given)	4%	-1	-7%	-14%	6%	52µM*	-9%	12%	-6%
CCCCN1C2=NC(c3ccccc3)CN2c2ccccc21 (stereo not given)	1%	1	-13%	-1%	-18%[57.1 µM]	5%	-17%	-4%	19%[57.1 µM]

Remaining list, next part.
compound	Vif-A3G inh	LDHA block	Vif-A3F inh	RGS4 inh	TrxR1 substrate	mIDH1 inhibitor	USP1-UAF1 inh	GRP78 ERSR act	rTrxR1 inhibitor
CCOc1cc(/C=C\c2nc(O)c([N+](=O)[O-])c(=O)[nH]2)ccc1OC(C)CC (stereo not given)	1%	0	0%	-18%	-19%	-8%	-11%	-2%	-9%
COc1ccc(Cl)cc1CNCCCSc1ncccn1	1%	-6	11%	-8%	6%[57.1 µM]	-4%	-11%	-3%	13%[57.1 µM]
COc1ccc(C(=O)NCc2nc(C)c(C)s2)cc1OC1CCN(C(C)C)CC1	1%	2	-15%	4%	3%	0%	-21%	-4%	15%
CCOc1ccc(OCC)c(NC(=O)CCn2c(=O)oc3ccccc32)c1	-1%	0	9%	-9%	-4%	2%	-13%	-3%	16%
CC(=O)Nc1cccc(C(=O)NNC(=O)c2ccc(-n3cnnn3)cc2)c1	4%	-4	-10%	2%	0%	-4%	-1%	-1%	20%
O=C(c1ccccc1)N1CCN(S(=O)(=O)N2CCCCCC2)CC1	0%	-6	-4%	-6%	2%	0%	?	-4%	15%
Cc1[nH]c2ccc(C(=O)NC3CCCC3)cc2c1C	-4%	-5	0%	6%	-4%	10%	-2%	9%	9%
CCOC(=O)/C(C#N)=C/c1ccc(N2CCCCC2)cc1	1%	3	-8%	5%[11.4 µM]	-1%	1%	?	3%	-8%
CCOC(=O)N1CCN(C(=S)NC(=O)c2ccc(F)c(F)c2)CC1	-4%	0	?	-8%	-10%[57.1 µM]	1%	-17%	6%	36%[57.1 µM]
O=C(/C=C\Nc1ccc2c(c1)OCO2)c1ccc2c(c1)OCO2	-20%	25	?	?	6%[57.1 µM]	10%	-10%	-9%	-8%
CCC(=O)c1ccc(OCC(=O)NNC(=O)c2cc(C)oc2C)cc1	0%	0	-12%	-18%	3%	4%	-16%	0%	3%
CCn1c(SCC(=O)Nc2ccc3c(c2)OCO3)nnc1-c1ccccc1O	-2%	-1	4%	-9%	-5%	4%	-13%	-1%	14%
CC(C)CC(=O)Nc1ccccc1N1CCN(c2ccccc2)CC1	1%	-12	18%	-3%	-7%	-6%	-16%	-2%	-2%
CCC(C)n1c(SCC(=O)/C(C#N)=C(\C)N)nc2ccccc2c1=O (stereo not given)	2%	-4	3%	-17%	-1%	-4%	-21%	-5%	7%
COc1ccc(Cc2nc3ccc(C(=O)NC(C)c4cn(C)nc4C)cc3o2)cc1 (stereo not given)	-6%	-6	2%	-13%[56.9 µM]	5%[57.1 µM]	-7%	-13%	-1%	10%[57.1 µM]
O=C(NCCN1CCN(c2ccccc2F)CC1)c1cccn2c(=O)c3ccccc3nc12	-1%	-6	-2%	-2%	7%	1%	-14%	-1%	14%
O=C(CS(=O)(=O)Cc1ccccc1)NCc1ccco1	3%	-2	1%	-2%	-5%	7%	-9%	0%	-13%
C=CCNC(=S)NN=C1CCCCCCC1	-5%	-6	?	-27%	2%	0%	-21%	1%	-20%

Structural class, the entries above with a Cl atom (6)
compound	Vif-A3G inh	LDHA block	Vif-A3F inh	RGS4 inh	TrxR1 substrate	mIDH1 inhibitor	USP1-UAF1 inh	GRP78 ERSR act	rTrxR1 inhibitor
Cc1cc(C)n(-c2ccc(Cl)c(C(=O)OCC(=O)N3CCCCC3C)n2)n1 (stereo not given)	-19%	1	-1%	-23%	-2%[57.1 µM]	1%	-32%	-3%	13%[57.1 µM]
CS(=O)(=O)N1CCCC(C(=O)Nc2ccccc2Cl)C1 (stereo not given)	2%	-1	4%	5%	3%	-2%	-16%	0%	19%
CC1CCN(C(C)C(=O)Nc2cc(S(=O)(=O)N3CCCCC3)ccc2Cl)CC1 (stereo not given)	-1%	1	0%	-28%	-5%	-1%	-10%	-3%	-21%
CCOC(=O)C1=C(C)NC(=O)NC1c1ccccc1Cl (stereo not given)	-7%	0	-4%	12%[11.4 µM]	-9%	2%	-24%	-4%	15%[57.1 µM]
CC(C)(C)C1CCc2sc(-c3nnc(CCl)o3)cc2C1 (stereo not given)	4%	-1	-7%	-14%	6%	52µM*	-9%	12%	-6%
COc1ccc(Cl)cc1CNCCCSc1ncccn1	1%	-6	11%	-8%	6%[57.1 µM]	-4%	-11%	-3%	13%[57.1 µM]

Only part of the results is shown (hit frequency here may not be typical).
